MEP2-GFP yeast = modulators of MEP2-GFP levels in yeast, primary screen, S. cerevisiae, multiplex flow cytometry, MLPCN library; S. cerevisiae MEP2-GFP strain, 3 h; 100% = DMSO control level; GFP response vs DMSO, % at 10 µM; actives 0.51% (n = 330,000); AID 2016, 2009;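 active means GFP response versus DMSO above a set limit, roughly screen mean plus 3 SD, cut at about 180% in these data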;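 further: median GFP fluorescence of the barcode-gated MEP2-GFP cells per well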
CR mimetic SO = reduction of superoxide in aged yeast, primary screen, HTS; S. cerevisiae aged cells, superoxide DHE fluorescence; active compounds read low; superoxide response (% of plate mean), % at 10 µM; actives 0.18% (n = 330,000);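 active means superoxide response under a set limit, about three screen SD below normal, cut at about 65% in these data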;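 further: yeast aged for seven days with compound at 30 °C before DHE staining; 100% = average MFI of all compound-treated wells on the plate with controls excluded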
RPL19A TOR yeast = RPL19A-GFP expression modulators in yeast, primary screen, cell-based, S. cerevisiae, multiplex flow cytometry, MLPCN; AID 2025, 2009; actives 0.3% (n = 330,000); percent response vs DMSO, % at 10 µM; S. cerevisiae RPL19A-GFP strain, 3 h; active compounds read low;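 active means percent response vs DMSO below 50%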;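 further: median channel GFP fluorescence of the barcoded RPL19A-GFP strain; ratio of sample median GFP to plate DMSO average so 100% = DMSO; lower means less RPL19A-GFP as with rapamycin TOR inhibition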
VLA-4 inh = inhibition in human VLA-4 binding assay, primary screen, VLA-4 allosteric modulator project, MLPCN library, flow cytometry, VLA-4 expressing cells. actives 0.2% (n = 330,000). inhibition, % (about 7 µM as worked out from the volumes in the protocol). AID 2557, 2010. ligand binding flow cytometry. Integrin alpha-4 (Homo sapiens), P13612; in the data active means inhibition above about 50%
Target sequence (P13612 whole entry, looked up): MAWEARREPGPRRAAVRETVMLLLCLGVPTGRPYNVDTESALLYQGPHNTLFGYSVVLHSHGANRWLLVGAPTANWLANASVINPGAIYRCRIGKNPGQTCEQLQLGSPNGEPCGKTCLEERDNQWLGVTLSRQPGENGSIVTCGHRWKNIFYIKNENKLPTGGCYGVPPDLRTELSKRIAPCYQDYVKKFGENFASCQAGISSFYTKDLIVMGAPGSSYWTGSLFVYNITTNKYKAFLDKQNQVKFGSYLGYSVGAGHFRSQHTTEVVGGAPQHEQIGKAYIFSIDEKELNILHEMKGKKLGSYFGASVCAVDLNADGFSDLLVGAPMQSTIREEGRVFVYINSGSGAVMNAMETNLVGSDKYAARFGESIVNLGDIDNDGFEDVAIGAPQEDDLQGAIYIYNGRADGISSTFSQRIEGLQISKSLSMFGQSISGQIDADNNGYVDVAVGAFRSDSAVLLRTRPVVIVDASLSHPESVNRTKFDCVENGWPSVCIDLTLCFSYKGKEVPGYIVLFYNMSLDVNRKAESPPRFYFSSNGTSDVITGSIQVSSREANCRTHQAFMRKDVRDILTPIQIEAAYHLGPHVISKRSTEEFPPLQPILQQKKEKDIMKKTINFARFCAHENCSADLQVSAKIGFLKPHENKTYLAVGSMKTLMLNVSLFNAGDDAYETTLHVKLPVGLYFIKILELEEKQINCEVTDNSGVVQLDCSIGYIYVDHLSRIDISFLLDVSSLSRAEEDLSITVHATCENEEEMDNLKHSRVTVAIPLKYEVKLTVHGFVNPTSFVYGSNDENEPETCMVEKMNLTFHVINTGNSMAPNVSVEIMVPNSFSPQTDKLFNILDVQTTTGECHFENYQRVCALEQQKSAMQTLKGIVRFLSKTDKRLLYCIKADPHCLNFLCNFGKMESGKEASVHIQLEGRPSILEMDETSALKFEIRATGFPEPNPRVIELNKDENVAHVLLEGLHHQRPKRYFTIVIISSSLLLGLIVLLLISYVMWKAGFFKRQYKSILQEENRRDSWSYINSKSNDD
GRK2 inh = compounds blocking aptamer binding on GRK2 – biochemical, human GRK2, bead flow cytometry, HTS, primary screen | FAM-aptamer displacement from GRK2 | actives 0.59% (n = 330,000) | inhibition of aptamer binding, % at 10 µM | Beta-adrenergic receptor kinase 1 (Homo sapiens), P25098 | AID 488847, 2010;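 active means inhibition of aptamer binding above 40%, roughly 3 SD of noise, on plates passing a quality check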;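 further: median bead fluorescence of bound FAM aptamer so fluorescent compounds give negative values; no value below 0 was filed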
AGP1 TOR yeast = modulators of AGP1-GFP expression in yeast TOR pathway, primary screen, cell-based, multiplex flow cytometry, S. cerevisiae, MLPCN library. 3 h; GFP as percent of DMSO wells. GFP response vs DMSO, % at 10 µM. actives 0.02% (n = 320,000);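 active means GFP response relative to DMSO above a set limit, near screen average plus 3 SD, cut at about 150% in these data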;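 further: median GFP channel fluorescence of the gated AGP1 strain per well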
LAP4-GFP MLPCN = modulators of LAP4-GFP expression in yeast, primary screen, S. cerevisiae, multiplex flow cytometry, MLPCN library. actives 0.34% (n = 320,000). GFP response vs DMSO, % at 10 µM. 3 h; median GFP as percent of DMSO wells;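 active means GFP response vs DMSO above a set limit, about the screen mean plus 3 SD, cut at about 150% in these data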
CIT2-GFP yeast = modulators of CIT2-GFP expression in yeast, primary screen, S. cerevisiae, GFP fusion, multiplex flow cytometry, MLPCN library | S. cerevisiae CIT2-GFP strain, 3 h; 100 means same as DMSO wells | GFP response vs DMSO, % at 10 µM | actives 0.065% (n = 320,000);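 active means GFP response relative to DMSO above a set limit, near the screen mean plus 3 SD, cut at about 150% in these data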;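 further: ratio of well median GFP fluorescence to mean of DMSO wells on the plate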
An asterisk follows results filed as active; . = no result given. Hits appear at their usual frequency; any-hit rate near 1.7%.

SMILES	MEP2-GFP yeast	CR mimetic SO	RPL19A TOR yeast	VLA-4 inh	GRK2 inh	AGP1 TOR yeast	LAP4-GFP MLPCN	CIT2-GFP yeast
CN(C)Cc1c(O)ccc2c(-c3ccccc3)cc(=O)oc12	103	96	97	9	0	95	98	96
CC(C)C(=O)N1CCC(n2nccc2NC(=O)CCc2ccccc2)CC1	105	114	104	-82	0	111	98	104
Cc1ccc(/C=C(\CCC(=O)O)c2nc3ccccc3s2)cc1[N+](=O)[O-]	104	68	105	10	0	96	104	91
C[C@@H]1CN(S(=O)(=O)c2c(F)cccc2F)CCN1S(=O)(=O)c1ccc2c(c1)OCCO2	97	119	94	12	2	98	93	90
CCOC(=O)c1ccc(Nc2ncccc2[N+](=O)[O-])cc1	129	96	102	-3	0	103	129	95
CCN(CC)S(=O)(=O)c1ccc(OC)c(NC(=S)Nc2cccc(C)c2)c1	102	89	104	8	0	90	75	109
O=C(NCc1ccccn1)Nc1ccc(Cl)c(Cl)c1	115	110	92	-5	1	92	105	96
CCc1cc2ccc(C)c(C)c2nc1SCC(=O)Nc1cc(C)on1	102	125	95	10	2	94	93	94
O=C1CN(S(=O)(=O)c2ccccc2C(F)(F)F)CCN1	96	105	97	7	0	100	101	92
CCCCCCC(=O)N1C/C=C\C(c2ccc(OC)cc2)N(Cc2ccc(F)cc2)C(=O)[C@H]1Cc1ccccc1 (stereo partly drawn)	92	101	110	-4	0	92	107	92
COc1ccc(/C=N/NC(=O)c2cccc([N+](=O)[O-])c2)cc1OS(=O)(=O)c1ccc(C)cc1	98	97	99	2	2	112	104	112
Cc1occc1C(=O)NCCCCNC(=O)c1ccoc1C	102	93	98	7	4	109	93	.
COc1ccc2[nH]c3c(=O)n(/N=C/[C@H]4C(C)C=C(C)CC4C)c(=O)[nH]c3c2c1 (stereo partly drawn)	104	108	106	3	0	96	91	104
O=C(NCc1ccccn1)C(=O)N/N=C/c1ccc2c(c1)OCO2	94	106	97	1	1	101	96	100
CSc1cc(-c2ccncc2)nc(-c2ccc(Cl)cc2)c1	98	98	102	-9	3	92	108	105
COC(=O)C1=C(CSc2nc3c(cc2C#N)CN(C)CC3)OC(N)=C(C#N)C1c1ccccc1F (stereo not drawn)	100	121	101	-28	3	100	87	102
Cc1nc2ccccn2c1C(=O)c1ccccc1	109	103	99	-2	0	102	99	104
COc1ccc(CCc2nnc(N)s2)cc1OC	104	107	104	-4	2	103	94	106
O=C(Nc1cccc2ccccc12)c1cc2c(cc1Br)OCO2	106	108	103	5	0	90	106	90
C=CCN=C(CC)C1=C(O)CCCC1=O	100	102	99	4	4	95	96	96
O=C(O)c1cccc(NC(=O)c2ccc3c(c2)C(=O)N(C2CCCCC2)C3=O)c1	101	89	110	7	1	94	70	94
Cc1cc(C)c(C)c(S(=O)(=O)Nc2ccc(C(=O)N3CCCC3)cc2)c1C	101	107	108	5	0	95	85	98
Cc1ccc(S(=O)(=O)CCSc2n[nH]c(=O)n2-c2ccccc2)cc1	95	108	101	12	3	102	110	88
C=CCNC(=S)NNC(=O)c1cc(C)nc2ccccc12	93	114	100	-45	1	95	87	97

Molecules from the list above containing an aryl methoxy group, in the order listed:
SMILES	MEP2-GFP yeast	CR mimetic SO	RPL19A TOR yeast	VLA-4 inh	GRK2 inh	AGP1 TOR yeast	LAP4-GFP MLPCN	CIT2-GFP yeast
CCN(CC)S(=O)(=O)c1ccc(OC)c(NC(=S)Nc2cccc(C)c2)c1	102	89	104	8	0	90	75	109
CCCCCCC(=O)N1C/C=C\C(c2ccc(OC)cc2)N(Cc2ccc(F)cc2)C(=O)[C@H]1Cc1ccccc1 (stereo partly drawn)	92	101	110	-4	0	92	107	92
COc1ccc(/C=N/NC(=O)c2cccc([N+](=O)[O-])c2)cc1OS(=O)(=O)c1ccc(C)cc1	98	97	99	2	2	112	104	112
COc1ccc2[nH]c3c(=O)n(/N=C/[C@H]4C(C)C=C(C)CC4C)c(=O)[nH]c3c2c1 (stereo partly drawn)	104	108	106	3	0	96	91	104
COc1ccc(CCc2nnc(N)s2)cc1OC	104	107	104	-4	2	103	94	106

A few values from the list.
Value of `C=CCNC(=S)NNC(=O)c1cc(C)nc2ccccc12` under LAP4-GFP MLPCN: 87
Value of `Cc1nc2ccccn2c1C(=O)c1ccccc1` under CIT2-GFP yeast: 104
Value of `Cc1cc(C)c(C)c(S(=O)(=O)Nc2ccc(C(=O)N3CCCC3)cc2)c1C` under VLA-4 inh: 5

Later entries:
SMILES	MEP2-GFP yeast	CR mimetic SO	RPL19A TOR yeast	VLA-4 inh	GRK2 inh	AGP1 TOR yeast	LAP4-GFP MLPCN	CIT2-GFP yeast
O=C(O)c1ccc(Oc2cccc([N+](=O)[O-])c2)cc1C(=O)O	95	106	95	-3	3	98	89	102
COc1cc(Br)c(-c2sc(Nc3ccccc3)n[n+]2-c2ccccc2)cc1OC	104	95	100	5	5	114	96	102
COc1ccc(C2=NOC3(CC(=O)N(c4ccc5ccccc5c4)C3=O)C2)c(OC)c1 (stereo not drawn)	105	105	101	-1	7	100	103	93
O=C(NCC1CCCN1S(=O)(=O)c1cccs1)C(=O)Nc1cccc(F)c1 (stereo not drawn)	98	110	95	-2	0	107	108	90
c1ccc(-c2noc(CN3CCCC(OCc4ccccn4)C3)n2)cc1 (stereo not drawn)	94	91	98	-10	1	101	107	96
COC(=O)c1ccc2nc(C)c(C)nc2c1	103	117	99	-28	0	105	96	103
CCOc1cccc2c1OC1(C)CC2NC(=O)N1c1ccc(OC)cc1 (stereo not drawn)	108	112	103	13	2	102	103	101
CCCCOc1ccc(C(=O)N/C(=C/c2cccc([N+](=O)[O-])c2)C(=O)O)cc1	103	99	96	5	0	102	101	101
CC(C)Nc1ccc(Nc2ccnc3cc4ccccc4cc23)cc1	94	127	94	33	0	105	103	98
C/C(=N\N=C(/N)SC1CC(=O)N(c2cccc(Cl)c2)C1=O)c1cccs1 (stereo not drawn)	106	97	97	5	1	98	101	97
Cc1ccc(-c2nn(-c3ccccc3)cc2/C=C/C(=O)Nc2cccc(S(N)(=O)=O)c2)cc1	103	103	105	0	2	105	113	105
O=C(CCCCC(=O)N1CCOCCOCCOCC1)OCc1ccccc1	98	94	103	12	3	103	105	101
Cc1cccc(N(CC(=O)N/N=C/c2cc([N+](=O)[O-])ccc2Cl)S(C)(=O)=O)c1C	101	103	101	8	0	89	98	103
Brc1ccc(-c2csc(N3CCCCCC3)n2)cc1	101	100	102	13	0	94	91	90
CC(=O)NC1(c2ccccc2)CCN(C(=O)N2CCOCC2)CC1	97	106	94	3	0	91	79	.
Cc1cccc(NC(=O)c2cc(=O)c3ccccc3o2)n1	109	107	118	4	1	104	128	.
Cc1ccc(NC(=O)CCCc2nc3ccccc3c(=O)[nH]2)c(Cl)c1	93	101	95	5	3	100	105	92
COc1ccc(/C=C2/C(=O)N(c3cccc(F)c3)N=C2C)c(OC)c1	101	100	101	28	0	94	85	99
COc1ccccc1NS(=O)(=O)c1cc(NC(=O)CC(C)(C)C)ccc1N1CCOCC1	100	102	97	12	2	102	105	99
COc1ccc(CN2CC(C(=O)NCCCN3CCCCC3)CC2=O)cc1 (stereo not drawn)	101	94	97	27	0	103	96	107
CC(Sc1ccc(Cl)cc1)C(=O)Nc1ccccc1-c1ccccc1 (stereo not drawn)	113	103	99	-11	0	98	103	108
C=CCOC(=O)C1=C(C)NC(SCC(=O)Nc2nccs2)=C(C#N)C1c1cccs1 (stereo not drawn)	106	95	101	0	0	103	100	103
O=C(Nc1ccc(S(=O)(=O)N2CCCC2)cc1)c1cnccn1	99	107	95	10	1	98	102	88
CC(C)(C)c1cc(CCC(=O)N2CCNCC2)c(C(C)(C)C)cc1O	116	88	97	5	0	105	96	99
CCC(C)Nc1nc(Cl)nc(N(C#N)CN2C(=O)c3ccccc3S2(=O)=O)n1 (stereo not drawn)	101	94	92	6	1	92	102	93
COc1ccc(C(CNC(=O)c2ccc(OCC3CCCO3)cc2)N2CCOCC2)cc1 (stereo not drawn)	109	113	105	10	0	105	100	93
CN1C(=O)C(O)(c2sc(N)nc2-c2ccccc2)c2ccccc21 (stereo not drawn)	93	81	102	-16	0	104	95	104
CCCc1ccc(OCc2ccc(C(=O)OC)o2)c(OC)c1	107	89	104	0	1	104	107	106
O=C(COc1ccc2ccccc2c1)NCCn1ccc2ccccc21	86	121	85	-9	0	81	82	77
CN(CC(=O)N1CCc2ccccc2C1)S(=O)(=O)c1ccc2c(c1)c(=O)n(C)c(=O)n2C	99	95	101	-14	0	96	91	103
C=CCOc1ccc(CNc2ccc(NC(=O)CC(C)C)cc2)cc1OC	111	100	100	10	2	100	107	94
O=C(O)c1cc(-c2ccc3ccccc3n2)nc2ccccc12	105	174	100	-16	0	105	103	112
CCOC(=O)/C=c1\s/c(=C\c2ccc(C)cc2)c(=O)n1CC(=O)NCc1ccco1	109	102	98	-1	0	93	99	93
O=C(CNc1cccc(S(=O)(=O)N2CCCCCC2)c1)Nc1cccc([N+](=O)[O-])c1	106	103	101	9	0	110	109	96
COc1ccccc1-c1nc2n(n1)C(c1ccc(Cl)cc1)C(C(N)=O)=C(C)N2 (stereo not drawn)	98	109	97	8	0	99	96	100
CC1=NN(c2ccccc2)C(=O)/C1=C\c1cc(C)n(-c2cccnc2)c1C	91	80	97	3	2	98	109	93
COc1ccc(OCCSc2ncn[nH]2)cc1	107	85	106	-4	4	113	102	112
Cc1ccc(/C=C2\SC(=S)N(C3CCS(=O)(=O)C3)C2=O)cc1 (stereo not drawn)	98	97	99	20	7	96	97	92
Cc1cc(C)c(NC(=O)COC(=O)c2c(C)noc2C)c(Cl)c1	104	107	96	7	2	97	103	95
CCOc1ccccc1C(=O)NCC(=O)OCCOc1cccc(Cl)c1	103	107	99	6	1	95	101	89
COc1cccc(CNC(=O)CN(C)S(=O)(=O)c2ccc3c(c2)CC(C)N3C(C)=O)c1 (stereo not drawn)	106	80	106	-5	1	103	95	105
O=C(OCN1C(=O)c2ccccc2C1=O)c1ccco1	101	106	98	5	0	98	99	100
COc1cc(C(=O)Nc2nncs2)cc(OC)c1OC	105	101	99	-9	0	106	96	105
COc1ccc(/C=C/c2nc3ccccc3n2C)cc1	97	99	96	-6	0	102	104	97
CSc1nnc(CSCc2ccc(Cl)cc2Cl)n1-c1ccccc1	105	96	98	8	1	95	98	96
COc1ccc(-c2nc(CN3CCN(C(=O)c4ccco4)CC3)c(C)o2)c(F)c1	106	105	107	1	2	105	100	105
CCCN(CCC)C(=O)CSc1nc2c(sc(=S)n2-c2ccc(OCC)cc2)c(=O)[nH]1	98	86	91	-17	0	85	74	101
CN(Cc1ccccc1)C(=O)CN(C1CCCCC1)S(C)(=O)=O	103	119	99	10	2	103	97	102
O=C(CN1CCCCC1)Nc1cccc(Br)c1	112	91	98	-4	1	102	107	116
CCOC(=O)c1c(=O)n(O)c2ccc(OC)cc2[n+]1[O-]	111	113	101	1	2	105	104	106
O=S(=O)(Nc1nc2ccccc2nc1Cl)c1ccc2c(c1)OCCO2	97	90	103	18	3	101	90	95
O=C(c1ccccc1F)N1CCN(c2ccc([N+](=O)[O-])c(NCc3cccnc3)c2)CC1	120	100	112	-2	3	118	118	115
COc1ccc(CN2CCNC(=O)C2CC(=O)N(C)CC2CCOCC2)cc1OC (stereo not drawn)	116	95	105	-7	2	110	103	113
Cc1ccccc1CNc1nc(N)n(-c2ccccc2)n1	99	87	100	11	0	99	102	99
O=C(CCn1c(=O)c2ccccc2n(Cc2cccc([N+](=O)[O-])c2)c1=O)N1CCc2ccccc2C1	102	109	102	4	0	102	100	105
